tim23-1 inh: growth inhibitors of tim23-1 mutant yeast. 330,000 compounds, 1.3% hits. AID 463212. S. cerevisiae tim23-1 growth, BacTiter-Glo luminescence, 24 h. inhibition, % at 20 µM;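 active means growth inhibition of the mutant yeast at or above 50%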;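 further: temperature-sensitive mutant grown at 25 °C; plate controls were DMSO-treated mutant yeast for no effect and medium wells lacking yeast for full effect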
NLRP3 yeast inh: inhibitors of NALP3 inflammasome in yeast; Yeast reconstituted NLRP3/ASC/caspase-1, beta-gal luminescence, 24 h; inhibition, % at 10 µM; 330,000 compounds, 0.39% hits; AID 2825;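 active means inhibition of 50% or more; inactive means inhibition below 50%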;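 further: plate controls were induced DMSO wells for no effect and uninduced yeast grown without galactose for full effect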
beta cell repl: MIN6 beta-cell proliferation induction; AID 2380; MIN6 cells proliferation, ATPlite luminescence, 48 h; cells starved in 0.2% serum; 100% = growth in 10% serum; 330,000 compounds, 0.29% hits; proliferation, % at 10 µM;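 active means compounds whose signal lies at least 3.5 SD above the mean of all wells on their plate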;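 further: 0% = DMSO-treated cells in low-serum medium and 100% = 10% serum control; some compounds called inactive have numbers as strong as hits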
APJ antag: antagonists of human APJ apelin receptor | AID 2521 | CHO-K1 APJ beta-arrestin complementation, luminescence | inhibition, % at 20 µM | P35414 | 330,000 compounds, 0.32% hits;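 active means inhibition above about 40% at 20 µM, limit read from the data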;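 further: cells challenged with 10 nM apelin-13 agonist together with compound; plate controls were apelin-13 plus DMSO wells for no effect and DMSO wells lacking apelin-13 for full effect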
Target sequence (P35414 whole entry, looked up): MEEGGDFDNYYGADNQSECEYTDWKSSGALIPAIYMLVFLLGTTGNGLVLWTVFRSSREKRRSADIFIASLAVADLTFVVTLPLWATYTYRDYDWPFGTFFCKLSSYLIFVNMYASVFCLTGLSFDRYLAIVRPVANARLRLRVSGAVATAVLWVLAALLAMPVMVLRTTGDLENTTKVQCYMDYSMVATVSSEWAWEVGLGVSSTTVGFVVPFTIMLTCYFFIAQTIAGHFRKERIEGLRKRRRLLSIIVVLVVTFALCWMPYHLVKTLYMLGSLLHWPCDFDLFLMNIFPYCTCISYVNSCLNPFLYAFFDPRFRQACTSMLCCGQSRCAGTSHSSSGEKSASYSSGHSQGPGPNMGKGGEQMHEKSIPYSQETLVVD
TIM10 inh: TIM10 yeast growth inhibition; AID 463195; 330,000 compounds, 1.4% hits; S. cerevisiae TIM10 strain growth, BacTiter-Glo luminescence, 24 h; inhibition, % at 10 µM;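 active means inhibition of 40% or more at the single tested concentration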;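 further: wild-type TIM10 isogenic control strain grown at permissive 25 °C; 0% = DMSO yeast wells and 100% = minimal medium wells without yeast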
GRIN3A LBD mod: modulates the human NR3A ligand-binding domain. NR3A LBD differential scanning fluorimetry, Tm shift; 0% = protein alone, 100% = glycine-bound protein. Tm shift relative to glycine control, % at 25 µM. 340,000 compounds, 2.5% hits;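 active means melting temperature shift of at least 10% of the positive control shift, at one fixed dose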
APJ ag: activates the human apelin receptor APJ; CHO-K1 APJ PathHunter beta-arrestin, luminescence; 0% DMSO wells, 100% apelin; P35414; 330,000 compounds, 0.11% hits; activation, % at 20 µM;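 active means activation more than six SD over the plate average, tested at 20 µM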;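 further: 0% = DMSO alone and 100% = apelin-13 at 10 nM; some results filed as inactive read as strong as hits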
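assay system = CHO-K1 APJ beta-arrestin complementation cell line | input = cell density 1000 per well | dosing = compound 20 µM once, DMSO 1% | timing = compound 90 min 25 °C, reagent 1 h | measured by = luminescence from split beta-galactosidase complementation, Galacton Star/Emerald II substrate | read-out basis = APJ agonist activity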
MPTP block: inhibitors of mitochondrial permeability transition pore; 360,000 compounds, 1.4% hits; inhibition, % at 10 µM; isolated mouse mitochondria, Ca2+ swelling absorbance, 30 min;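 active means inhibition of 50% or more, scaled per plate between neutral and stimulator controls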;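 further: 0% = DMSO wells given calcium and 100% = 1 mM EGTA wells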
tim10-1 inh: growth inhibitors of tim10-1 mutant yeast. S. cerevisiae tim10-1 ts strain growth, BacTiter-Glo, 24 h. inhibition, % at 20 µM. 330,000 compounds, 2.2% hits. AID 463190;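 active means inhibition of at least 40%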;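 further: mutant grown at 25 °C; 0% = DMSO wells with yeast and 100% = wells holding no yeast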
Starred values were filed as active, the others as inactive; / = not tested or not shown.

Fields – tim23-1 inh, NLRP3 yeast inh, beta cell repl, APJ antag, TIM10 inh, GRIN3A LBD mod, APJ ag, MPTP block, tim10-1 inh
> Cc1c(Br)ccc(NC(=O)c2ccccc2[N+](=O)[O-])c1C
→ -4, -9, -2, -4, 16, -2, -5, -0.6, 11
> O=C(Cn1cc2c(n1)CCCCC2)Nc1ccccc1Cl
→ 18, 18, 0, -1, 1, -2, -1, 1.3, 1
> O=C(OCCCN=C1NS(=O)(=O)c2ccccc21)c1ccccc1F
→ 1, 1, -1, 6, -1, 1, -2, -1.3, 1
> Cc1cc2cccc(C)c2nc1SCC(=O)NCC1CCCO1 (stereo not given)
→ 22, 6, 1, 11, 17, 1, -5, 2.5, 29
> CC1SC(c2cccc(Cl)c2)NC1=O (stereo not given)
→ 21, 14, -2, 13, -8, 2, 2, 3.2, 32
> CN(CCc1ccccn1)C(=O)CCC1CCCN(C(=O)CN2CCCCCC2)C1 (stereo not given)
→ 8, 9, -5, -35, -12, 4, -2, -0.2, 5
> Cc1nnc(SCC(=O)c2ccc([N+](=O)[O-])cc2)s1
→ 41, 12, -5, -26, 10, -2, 3, -5.2, 15
> Cc1ccc(S(=O)(=O)NCC2CCC(C(=O)NCc3ccccn3)CC2)cc1 (stereo not given)
→ 2, -4, 1, 0, -5, 1, -6, 2.4, -9
> CSc1ccc(CN(C)CC(=O)Nc2ccccc2C(=O)NC2CC2)cc1
→ 4, 15, 1, 11, -6, -1, -2, -1.9, -9
> CC(=O)N[C@@H](CC(=O)O)C(=O)O
→ -2, -8, -4, 6, -1, -1, -3, -1.5, -2
> Cn1c(SCc2cccc(Br)c2)nc2c1c(=O)[nH]c(=O)n2C
→ 18, 21, 6, 12, -5, -2, 1, 5.2, -12
> O=C(Nc1ccon1)c1ccc(Br)s1
→ 17, 5, -2, 9, 19, -2, -4, 0.6, 29
> COc1ccc(CN(CC(O)COCc2ccccc2)S(=O)(=O)c2ccccc2Br)cc1 (stereo not given)
→ 37, /, /, /, -11, -8, /, 0.6, 25
> Cc1ccc2c(c1)c1c3n2CCN(CCC(=O)O)C3CCC1 (stereo not given)
→ 3, 3, -1, 8, -5, 3, 0, -0.1, 2
> CN1CCN(NC(=O)c2ccc(F)cc2)CC1
→ 8, 8, 1, 22, -6, 2, -1, -1.9, 2
> Oc1ccccc1C1=Nc2ncnn2C(c2ccc(F)cc2)C1 (stereo not given)
→ -7, 27, 0, 17, -2, 0, -6, -0.1, 11
> Cc1ccc(C(=O)NN2CCOCC2)cc1[N+](=O)[O-]
→ -5, 9, -1, 17, -4, 0, 0, 0.5, -4
> O=c1c(-c2ccccc2)c(O)cc(-c2ccncc2)n1-c1ccc(Cl)cc1
→ -3, 7, -2, -13, -3, -1, -4, -0.5, -11
> COCCN(Cc1cc2c(C)cc(C)cc2nc1Cl)C(=O)c1ccccc1F
→ 22, 24, -5, 17, -7, 3, -2, 2.5, -15
> COc1cc2c(c(OC)c1OC)C(c1ccc(O)cc1)CC(=O)O2 (stereo not given)
→ 16, /, /, /, -19, 0, /, 1.2, -10
> Cc1cccc2sc(NC(=O)CCNS(=O)(=O)c3cccc4nonc34)nc12
→ 10, 18, -2, -17, 4, -7, 0, 2.7, 4
> COc1ccc(NC(=O)N2CCCC2C(=O)NCc2cccs2)cc1 (stereo not given)
→ 5, -8, 1, 1, 6, 1, -1, -2.5, -17
> CC(=O)c1ccccc1NC(=O)COC(=O)C1CCCN1S(=O)(=O)c1ccccc1F (stereo not given)
→ 32, 5, -6, -4, 7, -1, -1, 0.7, 34
> CCc1ccc(NC(=O)N(CCCN2CCOCC2)Cc2cccs2)cc1
→ 8, 9, 10, -1, -9, -1, 0, -2.0, 9
> Cc1c(C(=O)Nc2cccc(Cl)c2)cn2c(nc3ccccc32)c1C#N
→ -11, 18, -2, -7, -46, 25*, 9, 4.4, 10
> O=C(NNC(=O)C1CCN(c2ncccn2)CC1)c1ccc(Cl)cc1
→ -5, 11, 2, 8, -4, -4, -2, -1.6, -21
> COC(=O)C1(Cc2ccccc2)NC(c2ccccc2C)C2C(=O)N(c3ccc4c(c3)OCO4)C(=O)C21 (stereo not given)
→ 15, 4, -3, 14, 5, 4, -5, -2.9, 13
> O=C(O)C1CN(c2ncccc2[N+](=O)[O-])C1
→ 0, 1, 0, 2, 7, -2, -2, -0.2, -2
> COc1ccc(NS(=O)(=O)c2ccc(C(=O)NCC3(N4CCOCC4)CCCCC3)cc2)cc1
→ 0, 20, 0, 4, -15, -2, -1, -1.8, 3
> O=C(N/C(=C/c1ccc(Cl)cc1)C(=O)N1CCCCC1)c1ccco1
→ 33, 16, -4, 12, 4, -3, 19, 1.3, 30
> CCCc1nnc(NC(=O)c2ccc(N3C(=O)C4C5C=CC(C5)C4C3=O)cc2)s1 (stereo not given)
→ -4, 3, 0, 13, 4, 1, -3, 0.6, -8
> CCOC1OC(=O)C(Cl)=C1Nc1ccc(C)cc1 (stereo not given)
→ 14, -2, -4, -18, -2, -2, 2, -0.4, 23
> CCN(CC)c1c([N+](=O)[O-])c(=O)n(CC)c2ccccc12
→ 19, 6, 0, 9, -11, 0, 2, 4.3, 20
> Oc1cccc(NC(=S)Nc2ccccc2)c1
→ 21, 0, -1, -22, 6, -16, -6, 0.0, -4
> CC(C)=C(NC(=O)c1ccccc1)C(=O)N/N=C/c1ccc(O)cc1
→ -4, 21, 0, 15, 4, -10, -1, 1.8, 10
> O=C(COC(=O)c1ccco1)c1ccccc1
→ 17, -18, 0, 8, 4, -5, 0, -0.4, 2
> CC(=O)c1ccc2c(c1)N(CCCN1CCC(CCO)CC1)c1ccccc1S2
→ -32, 12, -7, 3, 9, -1, 4, 0.2, -11
> CCOC(=O)C(=O)/C(C#N)=C/Nc1ccc(Cl)cc1
→ -11, 9, 1, -1, 1, -1, -2, 0.0, 2
> CCOC(=O)Cc1csc(NC(=S)NC(=O)C(C)(C)C)n1
→ 34, -3, 0, 5, 17, -2, -1, 2.1, 41*
> COc1ccc(C(=O)Nc2ccc3c(c2)OCCO3)cc1[N+](=O)[O-]
→ 0, -1, 0, 4, -10, 8, -1, -2.3, -9
> CCN(CC)C(=O)c1cnn(-c2ccccc2)c1NC(=O)c1ccccc1F
→ 2, 10, 2, -7, -2, 0, -3, -1.2, 28
> Cn1c(SCC(=O)NCc2ccc(F)cc2)ncc(C(=O)Nc2ccccc2)c1=O
→ -7, 16, -6, 14, -15, 0, -1, -1.2, 10
> O=C(CCN1C(=O)c2ccccc2C1=O)Nc1ccccc1C(F)(F)F
→ 18, -2, -2, 1, 10, 2, -5, -0.2, -16
> CCOc1ccc(NC(=O)N2CCN(C(=O)c3ccco3)CC2)cc1
→ 10, 3, 1, -1, 5, 1, 2, 0.5, 11
> Cc1ccc2nsnc2c1NC(=O)c1cccnc1Cl
→ -9, 4, 0, -6, 0, 0, -4, 0.3, 8
> CC1(C)OC(=O)C(=CNCC(=O)NCC(=O)O)C(=O)O1
→ 1, -4, -2, 9, 10, 0, -2, -1.1, 7
> COc1ccc(NC(=O)Cn2nnc(-c3ccccc3NC(=O)c3cccs3)n2)cc1
→ -12, 20, -3, 7, -5, 10*, -5, 1.4, 1
> CNCc1ccccc1OCC(=O)Nc1ccccc1
→ 1, -1, -3, 0, -18, 3, -1, -1.7, 11
> CCOc1ccc(/C=C/C2=CC(C)(C)NC(=S)N2)cc1
→ -33, 21, -6, 15, -95, -1, -1, 0.8, 30
> CCOc1ccc(S(=O)(=O)N2CCN(c3ccc(C)cc3C)CC2)cc1
→ 16, 18, -7, 10, 1, 0, -2, 41, 8
> COc1ccc(NC(=O)c2cc(-c3ccc(C)cc3O)n[nH]2)c(OC)c1
→ 10, 5, 0, 3, -5, 38*, -5, 0.3, 11
> Fc1ccccc1Cn1c2[n+](c3ccc(C(F)(F)F)cc31)CCCCC2
→ 23, 13, -6, -2, -2, 1, 1, -1.4, -11
> CN(C)c1ccc(N=Nc2ccccc2C(=O)OCC(=O)N2CCCCCC2)cc1
→ 29, 33, -1, 20, 40*, -1, -7, 2.2, 33
> Cn1cc(S(=O)(=O)NC(c2ccccc2)c2ccccc2)c(=O)n(C)c1=O
→ 13, -6, 0, 2, 9, 0, -5, 1.5, 14
> CC(C)=CCc1c(O)ccc(C(=O)Cc2ccccc2)c1O
→ 67*, 20, -4, 9, 41*, 18*, -3, 6.6, 19
> CC(NS(=O)(=O)c1cc2c3c(c1)CCC(=O)N3CCC2)c1ccccc1 (stereo not given)
→ 10, 14, 2, -4, 8, 1, 1, -3.2, 11
> Cc1ccc(Nc2nc(N)nc(CSC(=S)N3CCN(c4ccccc4)CC3)n2)cc1
→ 15, 5, -3, -7, 19, -3, -2, -0.9, -13
> C[C@H](CO)N1C[C@H](C)[C@@H](CN(C)C(=O)NC2CCCCC2)Oc2ccc(NC(=O)Cn3cnnn3)cc2C1=O
→ -12, 12, -3, 19, 0, 1, -3, 0.3, -6
> COc1ccc2cc(S(=O)(=O)N3CCCC3)ccc2c1
→ 19, 47, -1, 19, -10, 1, -3, -1.1, 2
> CCCCC(=O)NCCc1cc2c(OC)ccc(OC)c2[nH]c1=O
→ -11, 18, -2, 6, -10, -2, 1, -1.1, -6

Other records follow.
Fields – tim23-1 inh, NLRP3 yeast inh, beta cell repl, APJ antag, TIM10 inh, GRIN3A LBD mod, APJ ag, MPTP block, tim10-1 inh
> NS(=O)(=O)c1ccc(CCNC(=O)c2ccc(NS(=O)(=O)c3ccc4[nH]c(=O)[nH]c4c3)cc2)cc1
→ 1, 7, 7, 14, -5, -3, 10, 0.2, 0
> Cc1ccc(C(=O)NCCOc2ccc(Cl)cc2)cc1
→ 33, 41, -2, 5, -11, -1, -5, 0.8, -26
> COCCNc1nc(-c2cc3ccccc3o2)cs1
→ 27, 4, -3, 9, 12, 7, -3, -5.2, 25
> COc1cc(NC(=S)Nc2ccccn2)cc(OC)c1
→ 51*, 18, 3, -31, 27, 0, -3, -1.1, 15
> NS(=O)(=O)c1cc2c(cc1Cl)NC(CC1CCCC1)NS2(=O)=O (stereo not given)
→ 15, -4, -1, -13, 9, -5, -3, 0.0, -12
> O=C(Cn1nc(Cl)nc1Cl)c1ccccc1
→ 12, 17, -3, 9, -10, 0, -3, -0.5, -4
> COC(=O)C1=C[C@@H](C(=O)OC)[C@@H]2C3=C(C(=O)[C@@]2(C)NC(=O)c2ccccc2)[C@H](C)C(C(=O)OC)=C(C(=O)OC)[C@@H]3C1
→ 19, 3, -6, -13, -1, -4, -3, 0.0, -3
> CCCOC(=O)c1ccc(NC(=O)CC(C)(C)C)cc1
→ 5, 34, -2, -1, -3, 0, -2, 5.6, 12
> CCN(CC)c1nc2ccccc2nc1C(C#N)C(=O)NCCc1ccccc1 (stereo not given)
→ 4, -1, -1, 8, 9, -4, -3, 1.3, 30
> COc1cccc(NC(=O)Nc2cc(C)ccc2F)c1
→ 11, 20, 1, 0, 8, -12, -2, 25, 22
> Cc1cc(C)cc(NC(=O)NN2C(C)CCCC2C)c1 (stereo not given)
→ 29, -12, -1, 8, 28, 1, -4, -0.4, 24
> COCCNC(=O)COC(=O)/C=C/c1cnc2ccccc2n1
→ 36, -2, -3, 10, -12, 1, -6, 3.4, 22
> CCOCCn1c(CN2CCN(c3ccccc3)CC2)nc2c1c(=O)n(C)c(=O)n2C
→ 0, 10, -2, 2, -7, -2, -1, -3.1, 0
> N#CCCC12CCCCC1=Nc1ccccc12 (stereo not given)
→ 17, 5, 1, 3, 14, 1, 4, -0.9, 0
> CC(=O)c1c(C)n(C)c2ccc(OC(=O)c3ccco3)cc12
→ 30, 1, 2, -3, 16, -1, -2, -1.9, 32
> O=S(=O)(NCC1CCCO1)c1cccc(C(F)(F)F)c1 (stereo not given)
→ -5, 1, 1, 11, -10, 0, 6, 0.2, 15
